Screening results: PubChem, National Center for Advancing Translational Sciences (NCATS)
Rhodamine fluor – compound fluoresces in the rhodamine spectral region. Rhodamine-region fluorescence, 547/598 nm, Tris buffer; stronger effect = higher value. 59,000 compounds, 0.05% hits. max dye-equivalent concentration, M. AID 594; in the data active = max dye-equivalent concentration above about 11 nM; inconclusive = between about 1.1 nM and that limit
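Intrinsic compound fluorescence, ex 547 / em 598 nm, CCD imager. Tris 100 mM pH 8.0; 15 min RT. Output = rhodamine dye-equivalent concentration at each compound concentration.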
Caspase-1 inhib – blocks human caspase-1 allosterically or competitively. 75,000 compounds, 0.03% hits. P29466. AID 900. Caspase-1 enzyme, Ac-WEHD-AFC fluorogenic rate. Potency, µM (highest dose often 57.5 µM), for inactives: at the top dose activity change, negative = inhibition, actives largely listed as inhibitors;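 also: potency is read from the fitted curve at half-maximal effect; plate controls were vehicle for no effect and no substrate for full effect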
HADH2 inh – HADH2 (human) dehydrogenase inhibition; Q99714; recombinant HADH2, NADH fluorescence, beta-hydroxybutyryl-CoA; Potency, µM (series often up to 57.1 µM), inactives show at the highest dose activity change, negative = inhibition, usual class: inhibitors; 73,000 compounds, 3.4% hits; also: potency is read from the fitted curve at half-maximal effect; % is scaled to controls: 0 for no effect and ±100 for the full control effect; nearly all actives have a fitted effect of over 60% in size; many of its hits are not listed in these tables
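20 nM HADH2 + cpd, 15 min RT; add 1 mM NAD+/90 uM beta-hydroxybutyryl-CoA; kinetic fluorescence 360/450 nm, 4 min. Tris-HCl pH 9.0, 0.01% Tween-20.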
ALOX15 inhib – 15-hLO (ALOX15) enzyme inhibition. 74,000 compounds, 1.4% hits. P16050. purified 15hLO-1, xylenol orange hydroperoxide absorbance. Potency, µM (top dose mostly 57.1 µM), for the others: at the highest dose activity change, negative = inhibition, actives largely listed as inhibitors; also: potency is read from the fitted curve at half-maximal effect; % is scaled to controls: 0 for no effect and ±100 for the full control effect; nearly all actives have a fitted effect of over 55% in size
Target sequence (P16050 whole entry, looked up): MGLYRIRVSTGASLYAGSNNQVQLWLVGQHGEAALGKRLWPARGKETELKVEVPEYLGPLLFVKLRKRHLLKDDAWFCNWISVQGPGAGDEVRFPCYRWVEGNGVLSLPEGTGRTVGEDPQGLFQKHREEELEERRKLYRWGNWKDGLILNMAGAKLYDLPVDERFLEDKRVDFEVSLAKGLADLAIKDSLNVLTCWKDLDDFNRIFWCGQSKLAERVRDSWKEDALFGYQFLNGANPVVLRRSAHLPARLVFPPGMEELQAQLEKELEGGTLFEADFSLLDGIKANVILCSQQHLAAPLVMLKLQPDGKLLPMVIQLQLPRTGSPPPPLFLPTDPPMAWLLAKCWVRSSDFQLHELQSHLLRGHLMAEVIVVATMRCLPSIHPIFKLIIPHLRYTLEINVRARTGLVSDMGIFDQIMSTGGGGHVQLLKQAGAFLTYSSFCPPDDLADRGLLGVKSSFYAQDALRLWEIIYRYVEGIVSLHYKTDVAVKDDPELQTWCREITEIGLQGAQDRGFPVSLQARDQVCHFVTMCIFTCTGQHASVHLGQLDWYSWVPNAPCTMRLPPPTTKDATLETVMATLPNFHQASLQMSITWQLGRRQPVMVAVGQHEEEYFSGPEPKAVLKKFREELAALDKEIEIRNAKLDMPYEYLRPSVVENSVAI
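Hydroperoxide formed from arachidonic acid (50 uM) by purified human 15hLO-1 (40 nM) oxidizes ferrous iron, and the ferric-xylenol orange complex is read at 573 versus 405 nm. Compounds were preincubated 15 min; reaction ran 6 min at room temperature.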
BRCT inh red – disrupts BRCA1 BRCT binding to phosphoprotein, red fluorophore readout; P38398; BRCT-phosphopeptide binding, red fluorescence polarization; Potency, µM (highest dose often 76.9 µM), for inactives: at the highest dose activity change, negative = inhibition, usual class: inhibitors; 75,000 compounds, 0.03% hits; also: % is scaled to controls: 0 for no effect and ±100 for the full control effect
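Rhodamine-labelled pBACH1 10-mer (100 nM) bound to BRCT domain (100 nM) at pH 7.3; compounds incubated 12 min room temperature, polarization read. Free peptide defines full inhibition; unlabelled decapeptide titrated as control.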
USP2a inhib – inhibitors of human ubiquitin-specific protease USP2a. Potency, µM (titrated, usually from 38.3 µM), without a hit: at the highest dose activity change, negative = inhibition, most hits filed as inhibitors. 60,000 compounds, 0.1% hits. AID 927. USP2a enzymatic assay, qHTS inhibition;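 also: potency is read from the fitted curve at half-maximal effect; nearly all actives have a fitted effect of over 60% in size; plate controls were DMSO for no effect and NEM full inhibition control for full effect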
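Coupled readout: USP2-cleaved Ub-PLA2 (20nM final) turns over NBD C6-HPC (20uM final), Ex 460nm/Em 535nm after 2.5 h, time-zero read flagging artifacts. Enzyme (20nM final, pH 8.0 Tris) given 30 min RT with compound first; NEM defines full inhibition.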
BRCT inh green – BRCA1 BRCT-phosphoprotein interaction inhibition; 75,000 compounds, 0.05% hits; P38398; BRCA1 BRCT-phosphopeptide binding, green fluorescence polarization; Potency, µM (series often up to 76.9 µM), without a hit: top-dose activity change, negative = inhibition, actives largely listed as inhibitors;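 also: potency is read from the fitted curve at half-maximal effect; plate controls were peptide without protein for full effect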
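Compounds were incubated for 12 min at room temperature with a complex of 100 nM fluorescein-tagged pBACH1 decapeptide and 250 nM His-tagged BRCT protein. Buffer was phosphate pH 7.3 with EDTA, DTT and Tween 20. Disruption of binding lowers the polarization signal.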
DNA Pol III inh – DNA polymerase III holoenzyme inhibition; Potency, µM (doses to about 57.1 µM), for inactives: at the top dose activity change, negative = inhibition; 71,000 compounds, 0.25% hits; reconstituted DNA polymerase III holoenzyme replication, biochemical; also: potency is read from the fitted curve at half-maximal effect; % is scaled to controls: 0 for no effect and ±100 for the full control effect
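Reconstituted *E. coli* holoenzyme (0.35 nM Pol III, 1 nM beta, 154 nM SSB, 2 nM primase) was preincubated with compound for 15 min at RT. Synthesis on 1.4 nM ssM13Gori ran 35 min, then was stopped with PicoGreen/EDTA and read as dsDNA fluorescence.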
Caspase-7 inhib – blocks human caspase-7 allosterically or competitively | Potency, µM (highest dose often 57.5 µM), inactives show at the highest dose activity change, negative = inhibition, most hits filed as inhibitors | recombinant caspase-7, Ac-DEVD-AFC fluorescence rate | P55210 | 75,000 compounds, 0.02% hits; active = well fitted inhibition curve with a large enough effect in the main read-out, with a control signal flat, not every such curve was filed as active; inconclusive = small, poorly fitted or top-dose-only effect, or a change in a side signal; also: potency is read from the fitted curve at half-maximal effect; % of control where 0% means no effect
Target sequence (P55210 24-198 limits assumed): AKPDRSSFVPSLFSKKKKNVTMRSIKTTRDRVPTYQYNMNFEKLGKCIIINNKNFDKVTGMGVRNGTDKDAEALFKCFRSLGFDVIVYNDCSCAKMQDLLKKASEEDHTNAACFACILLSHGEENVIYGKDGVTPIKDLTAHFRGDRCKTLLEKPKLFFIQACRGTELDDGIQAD
Target sequence (P55210 207-303 limits assumed): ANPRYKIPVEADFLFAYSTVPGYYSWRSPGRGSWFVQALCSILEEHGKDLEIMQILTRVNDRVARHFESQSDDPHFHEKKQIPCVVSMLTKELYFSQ
Tau filament bind – tau filament binding. P10636. recombinant tau filaments, thioflavin S fluorescence, 15 h; filaments grown with octadecylsulfate alongside compound. Potency, µM (titrated, usually from 57.1 µM), for inactives: at the highest dose activity change, negative = inhibition. 71,000 compounds, 2% hits;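 also: potency is read from the fitted curve at half-maximal effect; % is scaled to controls: 0 for no effect and ±100 for the full control effect; actives lower thioflavin S fluorescence by blocking filaments or displacing dye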
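Tau 2 uM in ThS buffer dispensed; compound added; 60 uM ODS added (finals 1 uM tau, 30 uM ODS); 15 h 37 C; fluor ex450/em510.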
HEK293 cAMP cs – counter-screen for TSHR agonists: cAMP increase in parental HEK293. parental HEK293 CNG cAMP sensor, membrane potential fluorescence. Potency, µM (highest dose often 57.1 µM), inactives show top-dose activation, hits mostly activators. 73,000 compounds, 2.5% hits; also: potency is read from the fitted curve at half-maximal effect; % of control where 0% means no effect; nearly all actives have a fitted effect of over 55% in size
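Counterscreen for endogenous-receptor signalling: CNG-channel HEK 293 cells report cAMP rise by membrane depolarization. After 60 min dye equilibration with 100 uM RO 20-1724, compounds incubated 30 min before bottom-read fluorescence at 590 nm.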
Starred values were filed as active, the others as inactive; i = inactive; ? = inconclusive; · = no result given; & = joins results of further samples; [ ] = dose if it differs, or a comment. Unless noted, calls follow the shape of the dose curve; as a rule, active = well fitted curve in the direction sought with a large enough effect; inconclusive = small, poorly fitted or top-dose-only effect, or another doubt; inactive = no such curve, though single readings can be large; an effect the other way counts as inactive or inconclusive. These rows are one share of the data (hit frequency here may not be typical).

Screens in order – Rhodamine fluor	Caspase-1 inhib	HADH2 inh	ALOX15 inhib	BRCT inh red	USP2a inhib	BRCT inh green	DNA Pol III inh	Caspase-7 inhib	Tau filament bind	HEK293 cAMP cs
1: O=C(COc1ccccc1Cl)N(Cc1ccco1)C1CCS(=O)(=O)C1 (stereo not drawn)
  i	-1%	-4%	-2%	-0.3%	3%	1.1%	-1%	-1%	-1%	13%
2: CS(=O)(=O)N1CCC2(CC1)CN(C(c1ccccc1)c1ccccc1)C2
  i	-2%	2%	?	-4.2%	-6%	-2.1%	-6%	0%	-2%	13%
3: C=CCn1c(Br)nc2c1c(=O)[nH]c(=O)n2C
  i	1%	3%	3%	0.4%	-2%	-2.8%	-4%	-1%	-4%	-1%
4: CCCCC(CC)C(=O)NCCCN1CCN(CCCNC(=O)C(CC)CCCC)CC1 (stereo not drawn)
  ·	-2%	-3%	1%	-0.3%	31%[activator]	2.2%	2%	0%	42%	22%
5: CN(Cc1cc(Br)cc(Br)c1N)C1CCCCC1
  ·	1%	·	-6%	0.6%	-18%	0.1%[3.08 µM]	·	-1%	·	·
6: COc1ccc(CCn2c(=N)c(C(=O)NCc3ccco3)cc3c(=O)n4cccc(C)c4nc32)cc1
  i	?	4%	?	0.5%	51%[activator]	-2.4%	-15%	?	2µM*	-52%[inhibitor]
7: O=C(Nc1nc2ccccc2n1CCOc1ccccc1)c1ccco1
  i	-3%	5%	0%	-0.2%	9%	1.0%	-2%	1%	62%	25µM*
8: O=C(O)c1cc(=O)cc(C(=O)O)[nH]1
  i	1%&1%	13%&6%	24%&32%	-1.2%&-5.7%	7%&2%	-4.1%&-2.7%	4%&-4%	1%&0%	-15%&12%	6%&-8%
9: Cn1ccnc1SCC(=O)NC12CC3CC(CC(C3)C1)C2
  i	-6%	4%	10%	1.1%	8%	-1.5%	0%	-5%	-12%	?
10: O=C(NCCN1CCN(c2ccccc2)CC1)C1CCN(S(=O)(=O)N2CCOCC2)CC1
  i	1%	5%	-6%	-0.2%	-2%	-0.7%	-4%	3%	-1%	-6%
11: C=CCOC(=O)C1=C(C)Nc2ncnn2C1c1cc(Br)ccc1F (stereo not drawn)
  i	-1%	1%	12%	0.4%	0%	-0.6%	-7%	0%	-5%	22%
12: Cc1ccc(-n2c(Cc3cccn3C)nnc2SCC(=O)NCc2ccco2)cc1
  i	0%	6%	1%	-0.6%	21%	1.8%	-5%	0%	-2%	9%
13: CCn1cc(C2=NOC(C(=O)Nc3cc(C)nn3-c3ccccc3)C2)c(C)n1 (stereo not drawn)
  ·	0%	-3%	-4%	-0.4%	·	-0.4%	·	-1%	·	-5%
14: CCCC[C@@H]1C[C@H]1C(NC(=O)c1ccco1)c1ccc(C(=O)OC)cc1 (stereo partly drawn)
  ·	-2%	-7%	·	-1.5%	·	-0.9%	-5%	-5%	9%	25µM*
15: COC(=O)[C@H](CCSC)NC(=O)Nc1cc(C)ccc1C
  i	-2%	-1%	9%	1.1%	-4%	-0.9%	0%	-2%	5%	4%
16: CCOC(=O)N1CCN(C(=O)CSCc2nc(-c3ccccc3C)oc2C)CC1
  i	3%	-29%	-4%	-1.1%	-2%	-1.6%	-6%	-2%	-3%	-1%
17: O=C(NC1CC2CCCC(C1)N2C1CC1)NC12CC3CC(CC(C3)C1)C2 (stereo not drawn)
  i	2%	3%	2%	0.1%	8%	-1.6%	1%	6%	-8%	6%
18: CCN(CC)S(=O)(=O)c1cccc(-c2nnc(SC(C)C#N)n2Cc2ccccc2)c1 (stereo not drawn)
  i	1%	24%	4%	-2.4%	3%	0.8%	-3%	0%	-2%	25µM*
19: O=c1[nH]c(/C(=N\O)c2ccccc2)no1
  ·	-2%	-17%	2%	0.7%	·	-3.4%	·	2%	·	1%
20: CSc1oc(-c2ccco2)nc1S(=O)(=O)c1ccc(F)cc1
  ·	-4%	-15%	-24%	-0.5%	·	4.2%	-8%	-6%	-20%	6%

Reformatted as tab-separated lines: entries from further up
item	canonical_smiles	Rhodamine fluor	Caspase-1 inhib	HADH2 inh	ALOX15 inhib	BRCT inh red	USP2a inhib	BRCT inh green	DNA Pol III inh	Caspase-7 inhib	Tau filament bind	HEK293 cAMP cs
18	CCN(CC)S(=O)(=O)c1cccc(-c2nnc(SC(C)C#N)n2Cc2ccccc2)c1 (stereo not drawn)	i	1%	24%	4%	-2.4%	3%	0.8%	-3%	0%	-2%	25µM*
19	O=c1[nH]c(/C(=N\O)c2ccccc2)no1	·	-2%	-17%	2%	0.7%	·	-3.4%	·	2%	·	1%

(listing goes on)
Screens in order – Rhodamine fluor	Caspase-1 inhib	HADH2 inh	ALOX15 inhib	BRCT inh red	USP2a inhib	BRCT inh green	DNA Pol III inh	Caspase-7 inhib	Tau filament bind	HEK293 cAMP cs
21: COC(=O)C(Nc1nccs1)(OC)C(F)(F)F (stereo not drawn)
  i	-2%	-5%	6%	-1.4%	-10%	-6.7%	-1%	-3%	43%	4%
22: CCC1CCCCN1C1Sc2ccc(C(=O)OC)cc2NC1=O (stereo not drawn)
  i	0%	-10%	?	0.2%	-15%	4.6%	3%	-1%	69%	?
23: O=C(O)c1cc(=O)[nH]c(=S)[nH]1
  i	-3%[11.5 µM]	11%[11.4 µM]	-1%[11.4 µM]	-1.9%[15.4 µM]	·	-2.8%[15.4 µM]	-2%[11.4 µM]	0%[11.5 µM]	10%[11.4 µM]	-4%[11.4 µM]
24: Cc1ccc(-c2cc(C(=O)NCc3ccc4c(c3)OCO4)no2)cc1
  i	1%	13%	3%	0.0%	-4%	-0.2%	0%	1%	80%	26%
25: CCC(CC)c1nnc(NC(=O)c2c(-c3ccccc3)noc2C)s1
  ·	-3%	?	-16%	0.8%	·	0.1%	-1%	-1%	-10%	?
26: Cc1oc2c(CN3CCCC3)c(O)ccc2c(=O)c1-c1ccccc1
  i	-2%	32µM*	2%	1.3%	3%	-0.9%	2%	-2%	12%	13%
27: O=C1CCCCCN1CSc1nc2ccccc2s1
  i	-1%	-10%	-23%	0.8%	-9%	-0.6%	-3%	-2%	9%	?
28: CC(C)(CN=C1NS(=O)(=O)c2ccccc21)CNC(=O)CN1C(=O)c2ccccc2C1=O
  i	1%	7%	4%	1.0%	9%	0.2%	1%	1%	-6%	-6%
29: CCCc1cc(-c2ccc(O)c(OCC)c2)c(C#N)c(N)n1
  i	-2%	-18%	?	-0.7%	4%	-2.6%	-8%	3%	-2%	?

An excerpt from above in order of length of the SMILES, low to high:
Screens in order – Rhodamine fluor	Caspase-1 inhib	HADH2 inh	ALOX15 inhib	BRCT inh red	USP2a inhib	BRCT inh green	DNA Pol III inh	Caspase-7 inhib	Tau filament bind	HEK293 cAMP cs
27: O=C1CCCCCN1CSc1nc2ccccc2s1
  i	-1%	-10%	-23%	0.8%	-9%	-0.6%	-3%	-2%	9%	?
23: O=C(O)c1cc(=O)[nH]c(=S)[nH]1
  i	-3%[11.5 µM]	11%[11.4 µM]	-1%[11.4 µM]	-1.9%[15.4 µM]	·	-2.8%[15.4 µM]	-2%[11.4 µM]	0%[11.5 µM]	10%[11.4 µM]	-4%[11.4 µM]
22: CCC1CCCCN1C1Sc2ccc(C(=O)OC)cc2NC1=O (stereo not drawn)
  i	0%	-10%	?	0.2%	-15%	4.6%	3%	-1%	69%	?
15: COC(=O)[C@H](CCSC)NC(=O)Nc1cc(C)ccc1C
  i	-2%	-1%	9%	1.1%	-4%	-0.9%	0%	-2%	5%	4%
11: C=CCOC(=O)C1=C(C)Nc2ncnn2C1c1cc(Br)ccc1F (stereo not drawn)
  i	-1%	1%	12%	0.4%	0%	-0.6%	-7%	0%	-5%	22%
4: CCCCC(CC)C(=O)NCCCN1CCN(CCCNC(=O)C(CC)CCCC)CC1 (stereo not drawn)
  ·	-2%	-3%	1%	-0.3%	31%[activator]	2.2%	2%	0%	42%	22%
